C-LANA FP = inhibitors of KSHV LANA C-terminal domain DNA binding; MBP-C-LANA/FAM-LBS DNA binding, fluorescence polarization; 340,000 tested, 0.078% active; inhibition, % at 9 µM; AID 504423;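 active means highest replicate inhibition at or above 60% at 9 µM, even if other replicates fall short; inactive means all replicates below 60% inhibition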;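 further: 0% = neutral control wells and 100% = 4 µM acridine orange control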
Wnt act = Wnt/beta-catenin pathway activation | Wnt/beta-catenin reporter cell assay, activator, plate reader | activation, % at 9.35 µM | 300,000 tested, 1.2% active; in the data active means activation above about 30%, passing the limit was not always enough;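 further: 0% = neutral control wells and 100% = positive control wells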
RTF Ca sens inh = cardiac RTF calcium desensitization; P19429+P45379; IANBD-labeled cardiac RTF, Ca2+ fluorescence; inhibition, % at 7.15 µM; 340,000 tested, 0.12% active; AID 493244;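 active means inhibition above the mean inhibition of all tested compounds plus 3 SD, cut at about 17% in these data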;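 further: assay run at fixed EC70 calcium of 1.6 mM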
Pemphigus Ab inh = inhibitors of pemphigus antibody binding to human desmoglein-3. P32926. DSG3-coupled beads, scFv-anti-DSG3-GFP binding, flow cytometry; hits give low values. binding (percent of control), % at 10 µM. 310,000 tested, 0.48% active. AID 588358;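 active means binding more than 3 SD below its plate's average and above zero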;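 further: hits lower antibody fragment binding to DSG3; some compounds called inactive have numbers as strong as hits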
OPRM1-OPRD1 ag = agonists of human mu-delta opioid receptor heterodimerization. cells, OPRM1-OPRD1 heterodimerization, luminescence. activation, % at 9.3 µM. 340,000 tested, 0.3% active. AID 504326; in the data active means activation above about 18%;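 further: 0% = vehicle-treated cells and 100% = reference agonist; values of inactives mirror those of a sister screen read the other way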
Target sequence (P35372 whole entry, looked up): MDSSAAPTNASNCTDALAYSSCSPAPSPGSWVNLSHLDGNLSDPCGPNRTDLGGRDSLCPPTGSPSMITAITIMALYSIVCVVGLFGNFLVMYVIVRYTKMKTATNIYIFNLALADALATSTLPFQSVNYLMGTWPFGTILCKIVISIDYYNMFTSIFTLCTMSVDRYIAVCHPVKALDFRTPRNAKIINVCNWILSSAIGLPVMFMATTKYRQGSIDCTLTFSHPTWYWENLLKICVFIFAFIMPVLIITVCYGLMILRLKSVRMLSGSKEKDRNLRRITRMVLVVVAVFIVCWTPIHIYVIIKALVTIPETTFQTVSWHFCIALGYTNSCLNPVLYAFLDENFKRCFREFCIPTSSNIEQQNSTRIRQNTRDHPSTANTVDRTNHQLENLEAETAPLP
Target sequence (P41143 whole entry, looked up): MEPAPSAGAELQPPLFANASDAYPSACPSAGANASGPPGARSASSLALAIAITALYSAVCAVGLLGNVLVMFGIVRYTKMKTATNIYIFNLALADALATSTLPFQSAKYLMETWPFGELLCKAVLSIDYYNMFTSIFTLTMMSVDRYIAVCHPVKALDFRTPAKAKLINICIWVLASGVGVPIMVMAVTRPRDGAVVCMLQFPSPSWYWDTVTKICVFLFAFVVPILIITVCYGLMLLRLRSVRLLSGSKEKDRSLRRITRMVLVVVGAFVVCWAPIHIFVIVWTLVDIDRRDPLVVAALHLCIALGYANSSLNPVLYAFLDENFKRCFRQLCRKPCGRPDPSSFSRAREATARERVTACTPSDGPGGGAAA
Keap1 Nrf2 FP = disrupts human Keap1 binding to Nrf2 peptide; inhibition, % at 9.4 µM; Q14145; Keap1 Kelch-Nrf2 peptide fluorescence polarization, 1536-well; 340,000 tested, 0.15% active; in the data active means inhibition above about 12%;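 further: human Keap1 Kelch domain with fluorescein labeled Nrf2 9mer peptide probe; 0% = neutral control wells and 100% = peptide positive control; higher means more block of Keap1 binding to Nrf2 peptide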
V-ATPase pHluor = alters yeast V-ATPase proton transport; S. cerevisiae, pHLuorin cytosolic pH fluorescence; response, % at 10 µM; 350,000 tested, 0.37% active; AID 504577; in the data active means response mostly above about 7.3%, no sharp cut-off; inactive means mostly below about 5.4%; further: actives read high; inactives centre near 0; some compounds called inactive have numbers as strong as hits; reference of the scale not given here
Arr AP2 block = blocks beta-arrestin peptide binding to AP2 adaptin | inhibition, % at 10 µM | FITC-arrestin peptide / GST-AP2 beads, flow cytometry; AP2 beta2 appendage carries R879A mutation | 340,000 tested, 0.31% active;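 active means inhibition above a set limit, near 3 SD of compounds lacking own fluorescence, cut at about 54% in these data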;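 further: plate controls were DMSO wells for no effect and 5 µM unlabelled arrestin peptide for full effect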
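System: GST-AP2 R879A glutathione beads; medium: PBS, Tween 20 0.05%, BSA 0.1%; reagent: fluorescein-tagged arrestin peptide at 50 nM final; schedule: pre-incubation 12 min, peptide binding 1 h, room temperature; detection: flow cytometry, FL1 (488/535 nm); read-out: inhibition as reduced fluorescein signal on beads, percent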
MOR-DOR inv ag = inverse agonist of human OPRM1-OPRD1 heterodimerization. P35372+P41143. cell-based MOR-DOR heterodimer luminescence, inverse agonism. inhibition, % at 9.3 µM. 340,000 tested, 0.21% active; in the data active means inhibition above about 22%, passing the limit was not always enough;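 further: 0% = cells with DMSO and 100% = wells without cells with DMSO; values of inactives mirror those of a sister screen read the other way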
RTF Ca sens act = cardiac RTF calcium sensitization; activation, % at 7.2 µM; 340,000 tested, 0.24% active; IANBD-labeled TnC RTF fluorescence at EC20 calcium; 0% EC20 calcium, 100% full calcium; AID 493008; P19429+P45379;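 active means activation above the mean over all tested compounds plus 3 SD, cut at about 30% in these data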;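 further: rise in fluorescence read as greater calcium sensitivity of cardiac thin filaments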
Active calls of the source: *; . = not tested or not shown.

SMILES	C-LANA FP	Wnt act	RTF Ca sens inh	Pemphigus Ab inh	OPRM1-OPRD1 ag	Keap1 Nrf2 FP	V-ATPase pHluor	Arr AP2 block	MOR-DOR inv ag	RTF Ca sens act
Cn1c(=O)n(C)c2cc(N3CCOCC3)c(NC(=O)c3cccc(Cl)c3)cc21	-0.2	-1	3	103	-2.5	1	1	-12	13	-7
O=C(NCc1ccco1)C12CC3CC(CC(C3)C1)C2	-1.2	.	-7	104	0.9	0	0	0	-5	7
CCOc1ccc(CCNC(=O)CSc2cc(=O)n(C)c3ccc(Cl)cc23)cc1OCC	0.0	-1	2	98	0.4	-5	-3	-2	-2	0
O=C(C1CCCN(c2ncnc3c2nc2n3CCCCC2)C1)N1CCN(c2ccccc2)CC1 (centres undefined)	-1.1	-4	-2	.	-3.6	-5	0	-8	18	-1
C=CCC[C@@H](Cc1ccc(F)cc1)C(=O)OC[C@H]1CCCN1C(=O)[C@@H](CC=C)CC(=O)N[C@H](CO)Cc1ccccc1	0.9	-8	-7	95	2.2	2	4	9	-10	-2
CNc1snc(C)c1C(=O)OC(C)C(=O)Nc1ccccc1 (centres undefined)	0.5	0	-2	101	-1.1	-2	2	1	4	-4
CCn1c(C(=O)N2CCC(C(=O)N3CCN(c4ccccn4)CC3)CC2)cc2sccc21	1.8	-4	-6	95	-0.7	1	-3	-5	4	0
Cc1cc(=O)oc2cc(NC(=O)CN3C(=O)NC(C)(c4ccccc4)C3=O)ccc12 (centres undefined)	-0.1	0	-19	105	-3.3	0	1	6	17	2
O=C(COC(=O)c1ccc2ccccc2c1)NCCCc1ccccc1	-0.5	0	-9	104	4.1	-1	0	12	-28	3
OCCN(Cc1ccccc1)Cc1cccc(F)c1	-1.7	.	-3	98	0.3	1	4	-7	-2	1
COC(=O)C1=C(C)N(c2ccc(OC)cc2)C(C)=C(C(=O)OC)C1c1ccccc1	0.8	0	0	.	-1.9	0	-2	15	9	-2
Cc1cccc(/C=N/N(CCO)C2=NS(=O)(=O)c3ccccc32)c1	-1.2	-2	-14	95	0.7	-2	1	29	-3	12
COc1ccccc1Nc1nc2ccc(C)cc2cc1C#N	0.3	9	-10	102	-2.9	-1	-6	3	13	0
COc1cc(/C=C2\SC(=Nc3ccc(Cl)c(C(=O)O)c3)NC2=O)c(Br)c(Br)c1O	-55	0	-135	115	-2.3	-92	7	5	12	70*
COc1ccc(OC)c(/C=N\NC(=O)c2ccc(COc3ccc(C)cc3[N+](=O)[O-])o2)c1	0.8	-2	-9	105	1.1	0	4	11	-6	0
FC(F)(F)c1ccc(NC(=S)NC2CCCCC2)cc1	1.9	-1	-4	.	7.9	-8	0	-17	-36	0
CCOC(=O)c1ccc(NC(=O)c2c(N)n(Cc3ccccc3)c(=O)[nH]c2=O)cc1	-1.8	-4	-4	89	-1.6	-2	-2	25	9	-2
CN(C)S(=O)(=O)c1cccc(NC(=O)COC(=O)c2cc(=O)c3ccccc3o2)c1	-0.4	-5	-1	96	-1.2	-1	-1	7	7	-1
O=C1CN(C(=O)c2cccc([N+](=O)[O-])c2)CC(=O)N1	-0.7	0	-8	109	-2.9	-5	-1	0	15	0
COc1cc(C(=O)NCc2nc(C)cs2)ccc1OC1CCN(C(C)=O)CC1	-1.2	0	4	102	-2.9	1	-4	15	16	-3
CCOC(=O)c1sc(=S)n(-c2ccc3c(c2)OCO3)c1N	1.5	2	-4	103	4.6	4	-7	9	-25	4
O=C(CN1C(=O)C2CCCCC2C1=O)OCC(=O)c1ccc(F)cc1 (centres undefined)	1.3	-3	11	100	-2.8	-3	-2	38	11	-9
O=C1CC(N2CCN(c3ncccn3)CC2)C(=O)N1CCc1ccccc1 (centres undefined)	-0.9	-1	3	98	-0.7	-8	-1	18	4	3
COc1ccccc1NS(=O)(=O)c1ccc(C(=O)NCc2ccco2)cc1	0.5	-4	-13	101	-2.5	-2	-3	8	10	4
COC(=O)c1c(SCc2cccc3ccccc23)nc(=O)[nH]c1C	3.3	1	4	100	1.7	5	2	23	-9	1
CCN(CC)S(=O)(=O)c1cccc(NC(=O)C2SC(=Nc3ccc(C)cc3C)C(C(=O)NCC3CCCO3)=C2N)c1 (centres undefined)	-0.1	.	2	97	-2.7	-5	0	-1	14	2
Cc1sc2nc(CN(Cc3cccs3)C(=O)NC3CCCCC3)[nH]c(=O)c2c1C	0.2	.	-11	.	4.3	-2	5	5	-21	-6
N#Cc1c(NC(NC(=O)c2ccco2)C(=O)c2ccccc2)sc2c1CCCC2 (centres undefined)	-1.7	8	-3	99	0.5	-4	0	-2	-3	0
COc1cccc2oc3ccc(C#Cc4ccccn4)cc3c(=O)c12	-0.2	40*	-14	106	2.4	-1	6	29	-13	12
Cc1ccc(C2c3c(oc4ccccc4c3=O)C(=O)N2c2nncs2)cc1 (centres undefined)	0.8	2	-3	99	-0.7	1	-2	-9	4	1
Cc1ccccc1-n1c(SCC(=O)O)nc2sc3c(c2c1=O)CCCC3	-0.5	1	-2	103	-1.4	-8	6	2	6	7
O=C(c1cccs1)N1CCN(c2cc(Cl)ccc2Cl)CC1	-0.4	0	4	114	2.3	0	6	2	-12	0
COc1ccc(-c2cn3cccnc3n2)cc1F	0.2	7	-44	.	-0.9	-1	0	2	5	5
Cc1sc2nc(SCc3nc(-c4cccs4)no3)n(-c3ccccc3)c(=O)c2c1C	0.2	.	0	98	-0.9	5	-3	6	5	0
Cc1ccc(CNC(=O)CC2(CC3=NS(=O)(=O)c4ccccc4N3)CCCC2)cc1	0.0	-3	-1	96	-2.3	2	2	0	12	2
O=C(CCS(=O)(=O)c1ccc(Br)s1)NCc1ccc2c(c1)OCO2	-0.6	1	0	97	-0.9	1	5	4	5	0
O=C(O)CCC(=O)N1CCc2cc(S(=O)(=O)NC3CCCC3)ccc21	0.2	.	-9	102	-0.7	-2	2	-6	4	4
COc1ccc(C(CNc2ccc(C(F)(F)F)cn2)N(C)C)cc1OC (centres undefined)	-0.1	-1	1	104	17	1	-3	25	-139	-2
O=C(Cn1cc(C(F)(F)F)ccc1=O)N/N=C/c1ccc(F)cc1	1.4	0	-13	114	-1.6	0	1	6	8	10
N=C1C(=O)NC(=O)C1c1ccccc1 (centres undefined)	2.8	-14	-2	127	-3.7	-3	1	-13	19	2
Cc1ccc(/C=N/NC(=O)CSc2nc3ccccc3n2Cc2ccc(Cl)cc2)o1	0.2	9	0	104	2.5	-1	-5	6	-12	-3
O=C(C1=C[C@H](c2coc3ccccc3c2=O)C[C@H](OCCCCO)O1)N1CCOCC1	-0.8	-1	6	102	-2.7	-1	-2	-1	15	0
O=C(Nc1ccccc1)O/N=C1\CCCCC1c1ccc([N+](=O)[O-])cc1[N+](=O)[O-] (centres undefined)	6.4	-2	-4	109	5.2	-6	-2	6	-24	-7
c1ccc2sc(Sc3ncnc4sccc34)nc2c1	0.8	-5	6	83	-3.3	1	0	4	16	-6
CCOc1cc(Br)ccc1S(=O)(=O)NCc1ccccc1	-1.1	0	-1	102	-1.2	1	-3	0	6	1

Brought forward from above: 2 compounds; new compounds follow.
SMILES	C-LANA FP	Wnt act	RTF Ca sens inh	Pemphigus Ab inh	OPRM1-OPRD1 ag	Keap1 Nrf2 FP	V-ATPase pHluor	Arr AP2 block	MOR-DOR inv ag	RTF Ca sens act
c1ccc2sc(Sc3ncnc4sccc34)nc2c1	0.8	-5	6	83	-3.3	1	0	4	16	-6
CCOc1cc(Br)ccc1S(=O)(=O)NCc1ccccc1	-1.1	0	-1	102	-1.2	1	-3	0	6	1
N#Cc1ccc(OCC(O)CS(=O)(=O)c2ccccc2)cc1 (centres undefined)	-0.1	-1	-2	104	-1.8	4	-2	4	9	-6
CCOC(=O)/C=C/C(=O)OCC(=O)Nc1ccc([N+](=O)[O-])cc1	-0.6	1	8	94	-0.2	1	1	-3	1	-5
COc1cc2c(cc1NC(=O)Nc1ccccc1)oc1ccccc12	2.4	.	3	112	-0.6	2	2	-3	4	-5
COc1ccccc1CNC1CCN(Cc2ccccc2)CC1	1.9	0	1	124	-1.1	-2	-3	-2	5	-1
CC(C)C(NC(=O)/C=C/c1ccc(F)cc1)C(C)C	-0.8	.	-12	108	-2.4	-3	0	-36	14	-3
CC(=O)COc1cc2c(-c3cc4ccccc4o3)cc(=O)oc2cc1C	-0.4	-1	2	.	0.6	-3	4	-10	-3	-6
O=C1c2ccccc2C(=O)N1CCC1(O)C(c2ccccc2)=Nc2ccccc21 (centres undefined)	-0.4	6	0	105	1.1	2	3	6	-5	-1
CN1CCN(S(=O)(=O)c2cccc(C(=O)Nc3nccs3)c2)CC1	-0.1	1	3	97	-2.4	2	-2	-7	12	-4
O=C(CCC1N=C2c3ccccc3N=C(SCc3ccc(F)cc3)N2C1=O)NCc1ccco1 (centres undefined)	-1.6	2	-5	.	-2.4	-4	1	27	14	-4
COc1ccccc1C(=O)NC(=O)CSc1nnc(C)s1	-0.5	0	-8	99	-0.4	0	-3	-3	3	1
CS(=O)(=O)c1ccc(Cl)c(C(=O)O)c1	0.6	.	-4	104	-0.8	-5	0	10	5	5
Cc1ccc(N2C(=O)c3ccccc3C2Nc2ccccc2F)nc1 (centres undefined)	1.7	3	-7	116	3.1	5	4	-3	-18	-2
COc1cccc(C2SCC(=O)N2c2ccc(Br)cc2)c1OC (centres undefined)	-0.6	2	1	101	-2.5	-2	7	2	15	1
CCCCN(C)C(=O)C1CCC(CNS(=O)(=O)c2ccc3c(c2)CC(C)N3C(C)=O)CC1 (centres undefined)	-1.0	-1	-3	.	0.2	-4	1	21	-1	-7
CCN(CC)CCN(Cc1cc2cc3c(cc2[nH]c1=O)OCCO3)C(=S)NC	-1.2	0	2	102	-2.8	-9	4	4	13	-5

Arranged by value in Wnt act (highest first): 3 of the compounds above.
SMILES	C-LANA FP	Wnt act	Pemphigus Ab inh	OPRM1-OPRD1 ag	Keap1 Nrf2 FP	V-ATPase pHluor	Arr AP2 block	MOR-DOR inv ag
COc1cccc(C2SCC(=O)N2c2ccc(Br)cc2)c1OC (centres undefined)	-0.6	2	101	-2.5	-2	7	2	15
COc1ccccc1CNC1CCN(Cc2ccccc2)CC1	1.9	0	124	-1.1	-2	-3	-2	5
O=C(C1=C[C@H](c2coc3ccccc3c2=O)C[C@H](OCCCCO)O1)N1CCOCC1	-0.8	-1	102	-2.7	-1	-2	-1	15

New compounds follow:
SMILES	C-LANA FP	Wnt act	RTF Ca sens inh	Pemphigus Ab inh	OPRM1-OPRD1 ag	Keap1 Nrf2 FP	V-ATPase pHluor	Arr AP2 block	MOR-DOR inv ag	RTF Ca sens act
CC[C@@H]1C/C=C\Cc2ccccc2[C@@H](C(=O)C[C@@H](O)CC(C)=O)OC1=O	-2.6	-2	-6	98	-3.9	-1	-3	-4	18	-3
CCCCC1C2C(=O)N(c3ccc(C)cc3)C(=O)C2ON1c1ccccc1 (centres undefined)	.	18	.	105	.	.	0	-3	.	.
CCOC(=O)c1nn(-c2cccc(C)c2)cc1C(=O)c1ccccc1	2.6	0	-4	95	-0.5	3	-8	-1	2	-3
Cc1cc(OCC(=O)NC2CC(C)(C)NC(C)(C)C2)c(C)cc1Br	-0.6	-2	-6	105	-2.0	-4	2	-15	7	-1
Cc1[nH]nc2c1C(c1cnn(C)c1)C(C#N)=C(N)O2 (centres undefined)	0.2	-1	-4	121	-1.5	-4	4	23	7	-1
